High-throughput results: PubChem, several laboratories
S1P2 blocker = S1P2 (human) receptor antagonism; AID 736; inhibition, % at 5 µM; cell-based S1P2 antagonist assay, inhibition at 5 uM; 0.21% of 97,000 active; in the data active means inhibition above about 45%;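 further: CRE beta-lactamase reporter cells expressing human S1P2 stimulated with S1P; 0% = agonist at EC80 alone and 100% = agonist plus reference antagonist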
EphB4 antag = blocks human EphB4 binding to ephrin-B2; P54760; EphB4 LBD / TNYL-RAW-Alexa532 peptide, fluorescence polarization; inhibition, % at 7 µM; 0.15% of 97,000 active; AID 720;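 active means inhibition above the screen-wide mean inhibition plus 3 SD, cut at about 15% in these data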;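 further: 0% = DMSO wells and 100% = excess unlabeled TNYL-RAW peptide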
Rev-RRE block = HIV Rev-RRE protein-RNA interaction inhibition | Rev peptide-RRE RNA binding, FRET | inhibition, % at 8 µM | 0.79% of 97,000 active | AID 704;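 active means inhibition above the screen-wide mean plus 3 SD, cut at about 35% in these data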;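 further: 0% = median DMSO wells and 100% = median Neomycin B control wells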
Target sequence (P05866 whole entry, looked up): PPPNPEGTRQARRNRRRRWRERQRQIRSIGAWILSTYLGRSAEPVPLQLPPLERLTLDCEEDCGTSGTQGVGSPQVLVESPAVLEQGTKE
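Assay system: Labelled RRE RNA duplex and labelled Rev peptide | Times: 5 min preincubation and 15 min binding, 25 °C | Detection: FRET, ex 480 nm, em 540 and 671 nm | Evaluation: % inhibition of FRET ratio versus controls | Benchmarks: DMSO wells as 0% and neomycin B wells as 100% inhibition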
PLAP activator = human PLAP activation; purified PLAP enzyme, luminescent substrate read-out; active compounds read high; activation fold at 20 µM; 1.2% of 96,000 active; in the data active means activation fold above about 2
PLK1 inh = PLK1 (human) kinase inhibition | recombinant PLK1 kinase, TR-FRET peptide phosphorylation | inhibition, % at 10 µM | 0.53% of 97,000 active;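 active means inhibition of 50% or more in the single-concentration screen; inactive means inhibition below 50%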;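 further: 0% = DMSO max control and 100% = H-89 dihydrochloride min control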
S1P2 agonist = S1P2 (human) receptor agonism; O95136; S1P2-expressing cell line, agonist reporter read-out; activation, % at 4.5 µM; 0.46% of 97,000 active; AID 729; in the data active means activation above about 16%;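 further: 0% = vehicle low control and 100% = maximal reference agonist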
FAK blocker = blocks human focal adhesion kinase activity. biochemical FAK kinase activity assay. inhibition, %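 (tested at 7 µM)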. 0.84% of 97,000 active. AID 727; in the data active means inhibition above about 19%;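 further: 0% = DMSO and 100% = reference compound high control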
Target sequence (Q05397 whole entry, looked up): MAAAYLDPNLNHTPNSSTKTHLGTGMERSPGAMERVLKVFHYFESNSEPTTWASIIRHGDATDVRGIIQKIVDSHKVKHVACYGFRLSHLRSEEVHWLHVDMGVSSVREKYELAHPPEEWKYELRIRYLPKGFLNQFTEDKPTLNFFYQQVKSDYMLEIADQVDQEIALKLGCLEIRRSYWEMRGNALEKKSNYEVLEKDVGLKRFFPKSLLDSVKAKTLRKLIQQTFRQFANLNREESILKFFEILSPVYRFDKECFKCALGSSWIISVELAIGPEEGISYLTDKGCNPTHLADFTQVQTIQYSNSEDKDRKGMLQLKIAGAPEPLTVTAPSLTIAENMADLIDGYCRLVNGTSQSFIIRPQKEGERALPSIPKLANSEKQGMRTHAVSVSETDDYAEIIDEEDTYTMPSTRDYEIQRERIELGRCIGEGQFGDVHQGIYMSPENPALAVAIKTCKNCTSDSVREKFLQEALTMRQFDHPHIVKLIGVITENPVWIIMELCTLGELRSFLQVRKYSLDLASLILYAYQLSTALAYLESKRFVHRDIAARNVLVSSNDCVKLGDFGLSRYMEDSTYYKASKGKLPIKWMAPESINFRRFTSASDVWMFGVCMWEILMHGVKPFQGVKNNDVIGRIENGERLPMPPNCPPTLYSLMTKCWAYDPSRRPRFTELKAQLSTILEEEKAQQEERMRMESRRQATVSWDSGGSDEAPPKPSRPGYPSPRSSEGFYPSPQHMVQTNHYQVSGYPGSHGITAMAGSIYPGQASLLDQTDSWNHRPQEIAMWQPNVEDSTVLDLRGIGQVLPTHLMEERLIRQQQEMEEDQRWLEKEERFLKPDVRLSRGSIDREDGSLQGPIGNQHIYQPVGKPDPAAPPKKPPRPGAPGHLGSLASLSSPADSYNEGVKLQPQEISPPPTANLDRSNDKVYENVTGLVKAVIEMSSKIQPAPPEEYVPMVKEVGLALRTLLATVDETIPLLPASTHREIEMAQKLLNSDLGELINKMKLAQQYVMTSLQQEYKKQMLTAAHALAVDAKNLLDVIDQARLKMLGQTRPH
PLK1 PBD inh = Plk1 (human) PBD binding inhibition. P53350. Plk1 PBD phosphopeptide binding, fluorescence polarization. inhibition, %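 (tested at about 20 µM)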. 0.13% of 97,000 active. AID 693; in the data active means inhibition above about 34%, passing the limit was not always enough
MT1-MMP txn act = activates MT1-MMP transcription; HT1080 MT1-MMP promoter luciferase reporter, luminescence, overnight; active compounds read high; activation factor at 10 µM; 0.16% of 86,000 active; AID 750;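 active means activation factor of at least 2 for MT1-MMP transcription at 10 µM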
* hit, by the source's call.

For Cc1ccc(S(=O)(=O)N2CCCC2C(=O)NC2=NCCS2)cc1 (stereo unspecified) the results were S1P2 blocker 14.6, EphB4 antag 0.1, Rev-RRE block 7.6, PLAP activator 1, PLK1 inh -16.6, S1P2 agonist -4.9, FAK blocker -1.6, PLK1 PBD inh -4.2 and MT1-MMP txn act 1.1.
COc1ccc(S(=O)(=O)N(CC(=O)N2CCOCC2)Cc2ccccc2)cc1C was read as S1P2 blocker -6.5, EphB4 antag 1.1, Rev-RRE block 8.2, PLAP activator 2*, PLK1 inh -3.5, S1P2 agonist -3.7, FAK blocker 1.1, PLK1 PBD inh -25.1 and MT1-MMP txn act 1.1.
For CCOC(=O)N1CCN(CC(=O)Nc2ccc(OC)cc2)CC1 the results were S1P2 blocker -0.1, EphB4 antag 3.6, Rev-RRE block 7.1, PLAP activator 0.9, PLK1 inh 2.9, S1P2 agonist -1.3, FAK blocker -2.2, PLK1 PBD inh 1.6 and MT1-MMP txn act 1.2.
`CN(C)C(=O)c1cc(F)ccc1Sc1cc(Cl)ccc1Cl` gave S1P2 blocker -14.5, EphB4 antag -0.6, Rev-RRE block 0.1, PLAP activator 1.9, PLK1 inh -3.7, S1P2 agonist -0.1, FAK blocker 1.7 and PLK1 PBD inh 20.2.
For C=C(C)Cn1c(COc2ccccc2)nnc1SCC(=O)O the results were S1P2 blocker 5.9, EphB4 antag -1.1, Rev-RRE block -1.2, PLAP activator 1.1, PLK1 inh -4.0, S1P2 agonist -0.5, FAK blocker -6.3, PLK1 PBD inh -16.2 and MT1-MMP txn act 1.1.
For CCOC(=O)CSC1=C(C#N)C(c2ccccc2OCC)C(C(=O)OCC)C(=O)N1 (stereo unspecified) the results were S1P2 blocker 14.0, EphB4 antag 2.4, Rev-RRE block 3.0, PLAP activator 1.7, PLK1 inh -5.4, S1P2 agonist -1.1, FAK blocker -3.6, PLK1 PBD inh -6.8 and MT1-MMP txn act 1.1.
Screening O=C(O)CN(c1ccc2c(c1)OCCO2)S(=O)(=O)c1ccccc1 returned S1P2 blocker 23.3, EphB4 antag 3.5, Rev-RRE block 5.0, PLAP activator 1, PLK1 inh -14.2, S1P2 agonist -4.5, FAK blocker 0.2, PLK1 PBD inh -5.6 and MT1-MMP txn act 1.1.
For CC1CCC2(CC1)C(Nc1cccc(Cl)c1)=NC(=S)N2CC#N (stereo unspecified) the results were S1P2 blocker -48.8, EphB4 antag 2.1, Rev-RRE block 9.0, PLK1 inh -7.9, S1P2 agonist 1.4, FAK blocker 0.2, PLK1 PBD inh 9.3 and MT1-MMP txn act 1.3.
`CCC(=O)N1CCc2cc(S(=O)(=O)CCC(=O)NCc3ccc4c(c3)OCO4)ccc21` gave S1P2 blocker 25.2, EphB4 antag -0.4, Rev-RRE block 4.7, PLAP activator 0.9, PLK1 inh -10.7, S1P2 agonist -1.2, FAK blocker -6.2, PLK1 PBD inh -14.7 and MT1-MMP txn act 1.
For CSc1cc(-c2ccccc2)n(Cc2c(Cl)cccc2Cl)c(=O)c1C#N the results were S1P2 blocker 0.2, EphB4 antag -3.6, Rev-RRE block 6.3, PLAP activator 0.9, PLK1 inh -36.1, S1P2 agonist -3.5, FAK blocker 0.3, PLK1 PBD inh 0.9 and MT1-MMP txn act 0.4.
Cc1ccc(-c2nnn(CC(=O)N(CC(=O)NCC3CCCO3)c3ccc(F)c(Cl)c3)n2)o1 (stereo unspecified) was read as S1P2 blocker -7.2, EphB4 antag -0.7, Rev-RRE block 3.6, PLAP activator 1.4, PLK1 inh -7.0, S1P2 agonist -4.8, FAK blocker 2.8, PLK1 PBD inh -10.7 and MT1-MMP txn act 1.1.
Cn1ncc(C#N)c1/N=C/N1CCCCC1 was read as S1P2 blocker 14.2, EphB4 antag -2.6, Rev-RRE block 4.0, PLAP activator 1, PLK1 inh -4.9, S1P2 agonist -2.7, FAK blocker 1.9, PLK1 PBD inh -5.7 and MT1-MMP txn act 1.1.
Screening O=S(=O)(c1ccc(OCC(O)CN2CCc3ccccc3C2)cc1)N1CCOCC1 (stereo unspecified) returned S1P2 blocker 22.0, EphB4 antag 4.0, Rev-RRE block -0.9, PLAP activator 1.3, PLK1 inh -2.2, S1P2 agonist -5.4, FAK blocker -5.9, PLK1 PBD inh -15.2 and MT1-MMP txn act 1.1.
Screening COc1ccc(C2C(C(C)=O)=C(O)C(=O)N2CCO)c(OC)c1 (stereo unspecified) returned S1P2 blocker -10.1, EphB4 antag -6.9, Rev-RRE block 7.0, PLAP activator 0.9, PLK1 inh -12.6, S1P2 agonist -6.4, FAK blocker 1.2, PLK1 PBD inh 9.3 and MT1-MMP txn act 1.
For COc1ccc(C(=O)c2cnc(/N=C/N(C)C)s2)cc1 the results were S1P2 blocker 20.8, EphB4 antag 3.8, Rev-RRE block 4.9, PLAP activator 1, PLK1 inh -5.5, S1P2 agonist -0.9, FAK blocker -9.3 and PLK1 PBD inh 1.7.
`Cc1nc2c(C(=O)N3CCOCC3)cnn2c(C)c1Cc1ccc(Cl)cc1` gave S1P2 blocker 1.1, EphB4 antag 1.6, Rev-RRE block -1.1, PLAP activator 1.4, PLK1 inh -7.2, S1P2 agonist -2.9, FAK blocker -3.3, PLK1 PBD inh -0.3 and MT1-MMP txn act 1.1.
`Cc1ccc2nc(SCC(=O)Nc3ccc4sc(C)nc4c3)c(C#N)cc2c1` gave S1P2 blocker -6.7, EphB4 antag -5.3, Rev-RRE block 4.2, PLAP activator 0.9, PLK1 inh -12.5, S1P2 agonist -0.3, FAK blocker -30.7 and PLK1 PBD inh -24.0.
For O=C(COc1ccc(Br)cc1F)NC1CCN(Cc2ccccc2)CC1 the results were S1P2 blocker 9.6, EphB4 antag 11.9, Rev-RRE block 6.7, PLAP activator 1.7, PLK1 inh -6.1, S1P2 agonist -5.8, FAK blocker -0.2 and PLK1 PBD inh -6.7.
Screening O=C(O)CSc1nnc(-c2ccncc2)n1-c1ccc(Cl)cc1 returned S1P2 blocker 24.6, EphB4 antag -1.3, Rev-RRE block 9.4, PLAP activator 1.2, PLK1 inh -7.3, S1P2 agonist -3.1, FAK blocker -1.6, PLK1 PBD inh 0.7 and MT1-MMP txn act 1.2.
For CCOC(=O)CCCn1ncn2c(cc3occc32)c1=O the results were S1P2 blocker -2.6, EphB4 antag 6.5, Rev-RRE block 4.9, PLAP activator 0.9, PLK1 inh -11.2, S1P2 agonist -2.1, FAK blocker -1.7, PLK1 PBD inh -5.8 and MT1-MMP txn act 1.3.
`CCOC(=O)c1cnc(SCC(=O)Nc2cc(OC)ccc2OC)nc1N` gave S1P2 blocker -10.8, EphB4 antag -0.3, Rev-RRE block 9.2, PLAP activator 1.1, PLK1 inh -1.2, S1P2 agonist -4.9, FAK blocker -3.0, PLK1 PBD inh -5.4 and MT1-MMP txn act 1.2.
For O=C(CCCC(=O)OCC(F)(F)C(F)F)Nc1nccs1 the results were S1P2 blocker 20.8, EphB4 antag 1.6, Rev-RRE block 5.5, PLAP activator 0.9, PLK1 inh 6.8, S1P2 agonist -2.8, FAK blocker -0.4, PLK1 PBD inh 23.8 and MT1-MMP txn act 1.2.
Screening Cc1cc(C)n(C2CCCCC2OC(=O)c2ccccc2)n1 (stereo unspecified) returned S1P2 blocker 12.6, EphB4 antag 3.0, Rev-RRE block 2.6, PLAP activator 1.3, PLK1 inh -17.5, S1P2 agonist -2.2, FAK blocker -1.2, PLK1 PBD inh -16.1 and MT1-MMP txn act 1.3.
CC1CN/C(=C\C(=O)c2ccccc2)C(=O)N1 (stereo unspecified) was read as S1P2 blocker -3.5, EphB4 antag -3.9, Rev-RRE block -0.2, PLAP activator 1.1, PLK1 inh -9.6, S1P2 agonist -4.9, FAK blocker -4.5, PLK1 PBD inh 35.4 and MT1-MMP txn act 1.5.
Cc1ccccc1CS(=O)(=O)Cc1ccc(C(=O)NCC2CCCO2)o1 (stereo unspecified) was read as S1P2 blocker 11.8, EphB4 antag -3.6, Rev-RRE block 2.0, PLAP activator 1.1, PLK1 inh -9.2, S1P2 agonist -2.5, FAK blocker 2.7, PLK1 PBD inh 17.2 and MT1-MMP txn act 1.1.
For Cc1cc(-n2c(C)cc(C(=O)CN3C(=O)NC4(CCCCC4)C3=O)c2C)no1 the results were S1P2 blocker 8.9, EphB4 antag 3.1, Rev-RRE block 1.8, PLAP activator 1.3, PLK1 inh -4.0, S1P2 agonist -1.1, FAK blocker 5.7, PLK1 PBD inh 6.2 and MT1-MMP txn act 1.1.
For CCOc1ccc(/C(O)=C2/C(=O)C(=O)N(Cc3cccnc3)C2c2ccc(N(C)C)cc2)c(C)c1 (stereo unspecified) the results were S1P2 blocker -3.7, EphB4 antag 6.1, Rev-RRE block 0.2, PLAP activator 1.3, PLK1 inh -7.8, S1P2 agonist -1.4, FAK blocker 5.7, PLK1 PBD inh 24.2 and MT1-MMP txn act 1.1.
For OCc1ccnc2c(O)cccc12 the results were S1P2 blocker 15.4, EphB4 antag 1.8, Rev-RRE block 7.9, PLAP activator 1.9, PLK1 inh -11.3, S1P2 agonist -3.1, FAK blocker 1.1 and PLK1 PBD inh 28.7.
`C=CCSc1nc2ccccc2[nH]1` gave S1P2 blocker 14.0, EphB4 antag 6.7, Rev-RRE block 6.6, PLAP activator 1, PLK1 inh -13.6, S1P2 agonist -4.1, FAK blocker 4.4, PLK1 PBD inh -3.9 and MT1-MMP txn act 1.4.
CC(C)CNC(=O)c1ccccc1NC(=O)c1ccccc1N(C)S(C)(=O)=O was read as S1P2 blocker -18.4, EphB4 antag -3.1, Rev-RRE block -1.6, PLK1 inh -12.2, S1P2 agonist -6.2, FAK blocker -1.0, PLK1 PBD inh -25.8 and MT1-MMP txn act 1.2.
`COC(=O)C1(C)NC(c2cccs2)C2C(=O)N(c3ccccc3F)C(=O)C21` (stereo unspecified) gave S1P2 blocker -2.6, EphB4 antag 1.9, Rev-RRE block 5.1, PLK1 inh -8.2, S1P2 agonist -4.3, FAK blocker 0.8, PLK1 PBD inh -7.8 and MT1-MMP txn act 1.
For O=C(CCn1c(=S)[nH]c2ccccc2c1=O)NCCCN1CCOCC1 the results were S1P2 blocker 5.7, EphB4 antag -0.5, Rev-RRE block 4.1, PLAP activator 1, PLK1 inh -13.5, S1P2 agonist -1.1, FAK blocker 0.0 and PLK1 PBD inh -14.7.
`COC(=O)C(O)(CC(=O)Nc1cc(OC)c(OC)c(OC)c1)C(F)(F)F` (stereo unspecified) gave S1P2 blocker 7.1, EphB4 antag 1.6, Rev-RRE block -1.4, PLK1 inh -4.8, S1P2 agonist -4.1, FAK blocker 0.6, PLK1 PBD inh -9.8 and MT1-MMP txn act 1.2.
`CC(=O)Nc1cccc(NC(=O)c2c(-c3ccccc3)noc2C)c1` gave S1P2 blocker -8.5, EphB4 antag -0.4, Rev-RRE block 0.0, PLAP activator 1, PLK1 inh -5.5, S1P2 agonist -6.0, FAK blocker -3.7, PLK1 PBD inh 23.6 and MT1-MMP txn act 1.1.
`COc1cc(OC)c(OC)cc1/C=N/NC(=O)CC1C(=O)NN=C1C` (stereo unspecified) gave S1P2 blocker 4.8, EphB4 antag 6.8, Rev-RRE block 0.7, PLAP activator 0.9, PLK1 inh -11.4, S1P2 agonist -5.0, FAK blocker 7.2 and PLK1 PBD inh 14.2.
Screening O=C(CSCCO)Nc1nccs1 returned S1P2 blocker 7.2, EphB4 antag -6.1, Rev-RRE block 4.7, PLAP activator 0.9, PLK1 inh -9.8, S1P2 agonist -2.9, FAK blocker -2.8, PLK1 PBD inh 26.5 and MT1-MMP txn act 1.1.

Ordered by molecular weight (lowest first): part of the list above.
Screening O=C(CSCCO)Nc1nccs1 returned S1P2 blocker 7.2, EphB4 antag -6.1, Rev-RRE block 4.7, PLAP activator 0.9, PLK1 inh -9.8, S1P2 agonist -2.9, FAK blocker -2.8, PLK1 PBD inh 26.5 and MT1-MMP txn act 1.1.
`COc1cc(OC)c(OC)cc1/C=N/NC(=O)CC1C(=O)NN=C1C` (stereo unspecified) gave S1P2 blocker 4.8, EphB4 antag 6.8, Rev-RRE block 0.7, PLAP activator 0.9, PLK1 inh -11.4, S1P2 agonist -5.0, FAK blocker 7.2 and PLK1 PBD inh 14.2.
`COC(=O)C(O)(CC(=O)Nc1cc(OC)c(OC)c(OC)c1)C(F)(F)F` (stereo unspecified) gave S1P2 blocker 7.1, EphB4 antag 1.6, Rev-RRE block -1.4, PLK1 inh -4.8, S1P2 agonist -4.1, FAK blocker 0.6, PLK1 PBD inh -9.8 and MT1-MMP txn act 1.2.
